# Screening results from PubChem BioAssay.
# Pol iota inh: qHTS for Inhibitors of Polymerase Iota; Pol iota fluorescent replication assay, 10 min; Potency, µM (doses to about 115 µM), inactives show at the highest dose activity, negative = inhibition, most hits filed as inhibitors; 390,000 compounds, 1% hits; active means well fitted inhibition curve with a large enough effect; inconclusive means small, poorly fitted or top-dose-only effect, or another doubt; inactive means no such curve, though single readings can be large or run the other way
# Target sequence (Q9UNA4 whole entry, looked up): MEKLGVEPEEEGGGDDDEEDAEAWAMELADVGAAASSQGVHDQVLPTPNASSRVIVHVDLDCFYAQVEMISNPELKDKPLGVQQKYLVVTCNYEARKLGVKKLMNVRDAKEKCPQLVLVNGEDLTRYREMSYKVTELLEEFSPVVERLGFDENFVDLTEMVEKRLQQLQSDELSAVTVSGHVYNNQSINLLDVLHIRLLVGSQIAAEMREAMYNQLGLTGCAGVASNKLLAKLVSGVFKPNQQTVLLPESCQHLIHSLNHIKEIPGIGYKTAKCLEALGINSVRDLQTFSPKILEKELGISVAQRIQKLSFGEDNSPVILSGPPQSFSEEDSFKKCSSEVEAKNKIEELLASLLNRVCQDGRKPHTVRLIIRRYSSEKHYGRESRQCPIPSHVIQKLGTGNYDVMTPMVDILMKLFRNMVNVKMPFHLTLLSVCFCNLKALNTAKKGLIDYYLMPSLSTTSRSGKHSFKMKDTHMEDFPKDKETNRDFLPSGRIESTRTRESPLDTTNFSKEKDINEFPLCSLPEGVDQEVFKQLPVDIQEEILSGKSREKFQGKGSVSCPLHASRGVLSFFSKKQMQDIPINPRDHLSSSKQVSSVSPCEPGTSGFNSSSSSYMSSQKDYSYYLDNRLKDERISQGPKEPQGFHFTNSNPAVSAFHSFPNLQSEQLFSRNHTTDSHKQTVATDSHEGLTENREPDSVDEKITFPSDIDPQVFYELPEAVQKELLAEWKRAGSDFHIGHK
#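 Pol iota at 10 nM preincubated 15 min with compounds at room temperature; reaction started with fluorescent substrate, 50 nM final. Fluorescence read kinetically at 0 and 10 min; buffer-only wells as negative control.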
# * marks the source's active call; other numbers are inactive results; ? = inconclusive; [ ] = another dose, or the depositor's remark. Potency means the concentration at half of the fitted maximal effect. This is a subset, so the mix of outcomes need not match the whole.
Pol iota inh | SMILES
-11% | CN(C)c1ccc(/C=C/c2ccnc3ccc(-c4ccccc4)cc23)cc1
-12% | CCOc1ccc(NC(=O)c2nc(S(=O)(=O)Cc3ccc(F)cc3)ncc2Cl)cc1
-18% | CC(C)(C)C1CCC(NC(=O)c2cnn3c2NC(=C2CC2)C=C3C(F)F)CC1 (configuration not stated)
-21% | O=C(C[N+]1(CC(O)c2ccccc2)CCCCC1)c1ccccc1 (configuration not stated)
4% | Cc1ccc(C)c(C(=O)C[n+]2cccc(Br)c2)c1
2% | CCN(C(=O)C(=O)c1c(C)[nH]c2ccccc12)c1ccccc1
9% | OC(CBr)C[n+]1cc(Br)cc2ccccc21 (configuration not stated)
31% | CCCCCCOc1ccc(CC(=O)O)cc1
-7% | CS(=O)(=O)c1ccc(/C=C2\C=Cc3ccccc32)cc1
-10% | Cc1c(CCO)sc[n+]1CC(=O)c1ccc(F)cc1

# Continuation.
Pol iota inh | SMILES
-6% | O=C(C[n+]1csc2ccccc21)c1cccc([N+](=O)[O-])c1
40%[activator] | Brc1ccc(C=C2C=c3ccccc3=C2)cc1
21% | CCCCCCCCCC[n+]1cc(Br)cc(Br)c1
1% | CC1(C)CCc2cc(O)ccc2O1
-27% | O=C(COc1ccccc1C(=O)Nc1ccccc1)NCCCCc1ccccc1
2% | CN(C)c1ccc(C=C2c3ccccc3-c3ccccc32)cc1
37%[activator] | O=C(C[n+]1ccccc1Cl)c1ccccc1
-25% | N=C(N)SCc1cccc2c(=O)cc(-c3ccccc3)oc12
-19% | O=C(Nc1ccccc1)c1ccccc1OCc1ccccc1
68%[activator] | COc1ccc(C(NC(=O)COc2ccc(C#N)cc2)c2ccc(OC)cc2)cc1

# (list continues)
Pol iota inh | SMILES
34%[activator] | CN(C)c1ccc(/C=C/c2cc(N(C)C)nc3ccccc23)cc1
26% | COc1ccc(OC)c(/C=C/c2ccc3ccccc3[n+]2C)c1
28% | C(=C\c1ccnc2ccccc12)/c1ccc2ccccc2n1
? | O=C(O)C1CCCC1
? | CCCCCCC[n+]1ccc(/C=C/c2c[nH]c3ccccc23)c2ccccc21
29% | Nc1ccc(/C=C/c2ccnc3ccccc23)c([N+](=O)[O-])c1
? | COc1ccc(OC)c(NS(=O)(=O)c2ccccc2)c1
10% | C[N+](C)(C)c1ccc(/C=C2\C=Cc3ccccc32)cc1
59%[activator] | CCCCCCCCCC[n+]1ccc(/C=C/c2c(C)[nH]c3ccccc23)c2ccccc21
? | C[N+]1(CC(=O)c2ccc(O)c(O)c2)CCOCC1

# Remaining list, next part
Pol iota inh | SMILES
10% | Cc1ccc(OCC(=O)Nc2ccc(O)c(-c3nc4cc(C)c(C)cc4o3)c2)cc1
-2% | Clc1cccc[n+]1CCCCCC[n+]1ccccc1Cl
-26% | Cc1cc(/C=C2\C=Cc3ccccc32)cc(C)c1[N+](=O)[O-]
79µM* | CN(C)c1ccc(/C=C/c2ccnc3ccccc23)cc1N
18% | CN(C)c1ccc(C=O)cc1Cl
49%[activator] | COc1ccc(NC(=O)[C@@H]2CC=C[C@@H]3CCN(C4CC4)C(=O)[C@@H]32)cc1
17% | C=C(Br)COC(c1ccco1)[C@H](Cc1ccccc1)NC(=O)OC(C)(C)C (some centres not stated)
-5% | COc1ccc(OC)c(/C=C/c2nc3ccccc3nc2C)c1
? | CN(C)c1ccc(/C=C2/CCCc3c2nc2ccccc2c3C(=O)O)cc1
10% | CN(C)c1ccc(C=O)cc1

# The list goes on:
Pol iota inh | SMILES
34%[activator] | CC1(C)Nc2cccc3c(N=Nc4ccc(N=Nc5ccccc5)c5ccccc45)ccc(c23)N1
? | CCn1c(SC(C)C(=O)NCc2ccco2)nnc1-c1ccccc1 (configuration not stated)
-6% | CNc1ccc(/C=C/c2ccccc2)cc1
28% | CC(C)(C)n1ncc2c(=O)n(Cc3ccc(F)c(F)c3F)cnc21
39%[activator] | COc1cccc(/C=C/c2nccc3ccccc23)c1OC
12% | CC(=O)N(O)c1ccc(/C=C2\C=Cc3ccccc32)cc1
? | Cc1cccc(-n2c(C)nnc2SCC(=O)NC(C)c2ccco2)c1 (configuration not stated)
-10% | Cc1ccccc1N=C1Nc2ccccc2N[C@]12C[C@H]1CCCC(=O)N3CC[C@@H](C2)[C@@H]13
45µM* | COc1cc(S(=O)(=O)O)c(C)cc1N=Nc1c(O)ccc2cc(S(=O)(=O)O)ccc12
-2% | Cc1ccc2c(/C=C/c3ccc(N(C)C)cc3)ccnc2c1C

# Later entries.
Pol iota inh | SMILES
-10% | CN(C)c1ccc(/C=C/c2c(Br)cnc3ccccc23)cc1
-14% | NS(=O)(=O)c1ccc(N=Nc2nc3[nH]cnc(=S)c3[nH]2)cc1
-12% | C1=Cc2ccccc2/C1=C\c1cc2c3c(c1)CCCN3CCC2
16% | Nc1ccc(/C=C/c2ccnc3ccccc23)cc1
-4% | CCn1c(SC(C)C(=O)Nc2ccc(C)cc2)nnc1-c1ccccc1 (configuration not stated)
-21% | CC1(C)OB(c2cnc(C#N)nc2)OC1(C)C
7% | CCOc1ccccc1NC(=O)c1nc(SCc2ccccc2F)ncc1Cl
-7% | CC(C)c1ccc(Cn2cnc3c(cnn3C(C)(C)C)c2=O)cc1
2% | O=C(Nc1ccc(Cl)cc1)c1cnn2c1NC(=C1CC1)C=C2C(F)F
-14% | CC(C)(C)n1ncc2c(=O)n(Cc3ccc(Cl)cc3F)cnc21

# Laid out differently: results already given
molecule,Pol iota inh
O=C(COc1ccccc1C(=O)Nc1ccccc1)NCCCCc1ccccc1,-27%
CC(C)(C)n1ncc2c(=O)n(Cc3ccc(F)c(F)c3F)cnc21,28%
CN(C)c1ccc(C=C2c3ccccc3-c3ccccc32)cc1,2%
COc1ccc(OC)c(NS(=O)(=O)c2ccccc2)c1,?
CCn1c(SC(C)C(=O)Nc2ccc(C)cc2)nnc1-c1ccccc1 (configuration not stated),-4%
C1=Cc2ccccc2/C1=C\c1cc2c3c(c1)CCCN3CCC2,-12%
O=C(C[n+]1ccccc1Cl)c1ccccc1,37%[activator]
CC(C)(C)C1CCC(NC(=O)c2cnn3c2NC(=C2CC2)C=C3C(F)F)CC1 (configuration not stated),-18%
CCN(C(=O)C(=O)c1c(C)[nH]c2ccccc12)c1ccccc1,2%
Nc1ccc(/C=C/c2ccnc3ccccc23)c([N+](=O)[O-])c1,29%
CC(=O)N(O)c1ccc(/C=C2\C=Cc3ccccc32)cc1,12%
COc1ccc(OC)c(/C=C/c2ccc3ccccc3[n+]2C)c1,26%

# Later entries.
Pol iota inh | SMILES
? | C[N+]1(CC(=O)c2ccc(Oc3ccc(C(=O)C[N+]4(C)CCOCC4)cc3)cc2)CCOCC1
36%[activator] | C[C@@H]1[C@H](c2ccccc2)OCCS(=O)(=O)N1Cc1cccc(C(F)(F)F)c1
11% | COc1cc2nc(Cl)nc(NC3CCN(Cc4ccccc4)CC3)c2cc1OC
14% | COc1ccc(Cl)cc1N(C)c1nc(N2CCN(S(=O)(=O)c3ccc(C)cc3)CC2)c2ccccc2n1
-3% | CN(C)c1ccc(N=Nc2ccccc2C(=O)O)cc1
? | C=C(c1nc2ccccc2s1)C1Cc2cccc3c2N(CCC3)C1 (configuration not stated)
7% | COc1ccc2c(c1)C=C/C2=C\c1ccc(N(C)C)cc1
67%[activator] | C[n+]1ccc(CO)cc1
-6% | CSc1ccc(/C=C2\C=Cc3cc([N+](=O)[O-])ccc32)cc1
4% | CC(C)(C)n1ncc2c(=O)n(Cc3ccc(F)cc3Cl)cnc21

# Continued.
Pol iota inh | SMILES
8% | O=c1[nH]cnc2n[nH]nc12
17% | CNCC(=O)c1c[nH]c2ccccc12
-11% | COc1ccccc1NC(=O)c1nc(SCc2ccccc2F)ncc1Cl
-27% | CN(C)c1ccc(/C=C/c2nc3ccccc3s2)cc1Cl
50µM* | CCN(CC)c1ccc(/C=C/c2sc3ccccc3[n+]2CCCCI)cc1
3% | O=C(NC1CCCCCC1)C1CCC(CNS(=O)(=O)c2cccc3cccnc23)CC1 (configuration not stated)
72%[activator] | O=C(Cc1ccc(OCc2ccccc2)cc1)NO
19% | Cc1ccccc1C(=O)Nc1cccc(-c2nnc(SCC(=O)NCc3ccco3)n2C)c1
29% | C=C1C=C(C(F)F)n2ncc(C(=O)NC(C)CC)c2N1 (configuration not stated)
-19% | O=C(Nc1ccc(F)c(F)c1)c1cnn2c1NC(=C1CC1)C=C2C(F)F

# Next records follow.
Pol iota inh | SMILES
? | O=C(CC(Cl)(Cl)Cl)N1CCN(/[N+]([O-])=N/Oc2ccc([N+](=O)[O-])cc2[N+](=O)[O-])CC1
-1% | O=[N+]([O-])c1ccc(C=C2c3ccccc3-c3ccccc32)cc1
20% | CC(C)(C)n1ncc2c(=O)n(Cc3cccc(-c4ccccc4)c3)cnc21
0% | C(=C\c1ccc2ccccc2n1)/c1cccnc1
21% | CCCCCCCCCCCCCCCCCCN(CCCCCCCCCCCCCCCCCC)c1ccc(/C=C/c2ccc(C=O)cc2)cc1
-1% | CC(C)(C)n1ncc2c(=O)n(Cc3cccc(C#N)c3)cnc21
6% | O=Nc1ccc(/C=C/c2ccnc3ccccc23)cc1
0% | CCNc1nc(N2CCCN(C)CC2)nc2cc(OC)c(OC)cc12
-6% | CN(C)c1cc(N2CCOCC2)nc(C#N)n1
31%[activator] | CN(C)c1ccc(/C=C/c2ccnc3c2ccc2ccccc23)cc1

# In another format: results already given.
compound	Pol iota inh
O=Nc1ccc(/C=C/c2ccnc3ccccc23)cc1	6%
CN(C)c1cc(N2CCOCC2)nc(C#N)n1	-6%
CC(C)(C)n1ncc2c(=O)n(Cc3cccc(-c4ccccc4)c3)cnc21	20%
C(=C\c1ccc2ccccc2n1)/c1cccnc1	0%
CCCCCCCCCCCCCCCCCCN(CCCCCCCCCCCCCCCCCC)c1ccc(/C=C/c2ccc(C=O)cc2)cc1	21%
CC(C)(C)n1ncc2c(=O)n(Cc3cccc(C#N)c3)cnc21	-1%
O=[N+]([O-])c1ccc(C=C2c3ccccc3-c3ccccc32)cc1	-1%
CN(C)c1ccc(/C=C/c2ccnc3c2ccc2ccccc23)cc1	31%[activator]

# (more compounds)
Pol iota inh | SMILES
? | CN(C)c1ccc(/C=C2\C=Cc3ccccc32)cc1
4% | O=[N+]([O-])c1ccc(/C=C/c2cc(Cl)nc3ccccc23)cc1
40µM* | CN(C)c1ccc(/C=C/c2ncnc3ccccc23)cc1
-15% | O=C(Nc1ccc(OC(F)F)cc1)c1nc(SCc2ccccc2F)ncc1Cl
? | Nc1ccc(/C=C/c2ccnc3ccccc23)cc1[N+](=O)[O-]
? | Cc1cc([N+](C)(C)C)cc(C)c1/C=C/c1ccnc2ccccc12
24% | CN(c1ccc(/C=C/c2ccccc2)cc1)P1(=O)NCCCO1 (configuration not stated)
26% | C=CCN1[C@@H](C(C)C)COCCS1(=O)=O
13% | OC(CN1CCCCC1)c1ccccc1 (configuration not stated)
8% | Cc1cc(/C=C/c2ccccc2)nc2ccccc12

# Continuation:
Pol iota inh | SMILES
17% | c1ccc2c(c1)sc[n+]2CCC1CCCCC1
18% | CN(C)c1ccc(/C=C2\Cc3ccccc3C2=O)cc1
? | COc1cc(/C=C2\C=Cc3ccccc32)ccc1N(C)C
-3% | COc1cc2nc(N3CCCCC3)nc(NC3CCN(C)CC3)c2cc1OC
-20% | Nc1ccc(/C=C/c2nc3ccccc3s2)cc1
1% | C(=C\c1nc2ccccc2s1)/c1ccc2c(c1)OCO2
-13% | COc1ccc(C(=O)CCN(C)C)c2ccccc12
22% | CN1CCN(/[N+]([O-])=N/Oc2ccc([N+](=O)[O-])cc2[N+](=O)[O-])CC1
29% | O=C(C[N+]12CCCc3cccc(c31)CCC2)c1ccc(Cl)c2ccccc12
3% | O=C(COc1ccccc1C(=O)Nc1ccccc1)Nc1cccc(F)c1

# New compounds follow
Pol iota inh | SMILES
27% | O=C(C[n+]1cccc(Br)c1)c1ccc(I)cc1
-4% | CC(C)(C)n1ncc2c(=O)n(Cc3ccc(Cl)c(SC(F)(F)F)c3)cnc21
-3% | Cc1cnc2c(C)cccc2c1C
-14% | Cc1nc([N+](=O)[O-])cn1CC(O)c1ccc2c(c1)OCCCO2 (configuration not stated)
5% | O=C(C[n+]1cccc2cc(Cl)ccc21)c1ccc(I)cc1
22% | C=C[C@H](CC(C)C)N(Cc1ccccc1)S(=O)(=O)N(Cc1ccccc1)[C@H](C=C)CC(C)C
3% | c1coc(CNc2ncnc3c2nc2n3CCCC2)c1
? | CN(C)c1ccc(/C=C/c2ccnc3ccc([N+](=O)[O-])cc23)cc1
21% | CN(C)c1ccc(C2C=Cc3ccccc32)c2ccccc12 (configuration not stated)
